Bioassay records as filed in PubChem BioAssay.
EPAC1 antagonist – blocks human EPAC1 exchange factor; O95398; EPAC1 GEF assay, Rap1b-BODIPY-GDP exchange fluorescence; Potency, µM (top dose mostly 115 µM), for inactives: at the highest dose activity change, negative = inhibition, most hits filed as inhibitors; 0.14% of 360,000 active; AID 720709;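 also: potency is read from the fitted curve at half-maximal effect; plate controls were vehicle for no effect and positive control for full effect; nearly all actives have a fitted effect of over 50% in size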
WRN helicase inh – blocks human WRN helicase | AID 651768 | Potency, µM (highest dose often 114 µM), inactives show at the highest dose activity change, negative = inhibition, most hits filed as inhibitors | WRN helicase unwinding, fluorescent forked duplex, kinetic | Q14191 | 0.46% of 360,000 active; also: potency is read from the fitted curve at half-maximal effect; % is scaled to controls: 0 for no effect and ±100 for the full control effect; nearly all actives have a fitted effect of over 55% in size
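Enzyme (20 nM final) and test compound sit together 15 min at room temperature before substrate addition. Substrate is a single-forked duplex oligonucleotide (100 nM) labelled with fluorophore and quencher, with 2 mM ATP; helicase unwinding raises red fluorescence, read kinetically.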
EPAC1 agonist – activates human EPAC1 exchange factor; EPAC1 agonist qHTS, biochemical assay; response scale: 100% = response to 6.5 mM cAMP; O95398; Potency, µM (series often up to 154 µM), for the others: top-dose activation, hits mostly activators; 0.073% of 360,000 active; AID 720707; also: potency is read from the fitted curve at half-maximal effect; nearly all actives have a fitted effect of over 60% in size
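Multi-concentration qHTS readout: loss of Rap1B-bound BODIPY-GDP fluorescence driven by 100 nM EPAC1 with excess GDP (50 uM), monitored kinetically at room temperature; agonist response expressed relative to 6.5 mM cAMP.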
EPAC2 antag – blocks human EPAC2 exchange factor | Q8WZA2 | EPAC2 GEF exchange of Rap1B-BODIPY-GDP, fluorescence | Potency, µM (doses to about 114 µM), for inactives: top-dose activity, negative = inhibition, most hits filed as inhibitors | 0.18% of 360,000 active | AID 720708; also: potency is read from the fitted curve at half-maximal effect; % is scaled to controls: 0 for no effect and ±100 for the full control effect; nearly all actives have a fitted effect of over 45% in size; many of its hits are not listed in these tables
Target sequence (Q8WZA2 whole entry, looked up): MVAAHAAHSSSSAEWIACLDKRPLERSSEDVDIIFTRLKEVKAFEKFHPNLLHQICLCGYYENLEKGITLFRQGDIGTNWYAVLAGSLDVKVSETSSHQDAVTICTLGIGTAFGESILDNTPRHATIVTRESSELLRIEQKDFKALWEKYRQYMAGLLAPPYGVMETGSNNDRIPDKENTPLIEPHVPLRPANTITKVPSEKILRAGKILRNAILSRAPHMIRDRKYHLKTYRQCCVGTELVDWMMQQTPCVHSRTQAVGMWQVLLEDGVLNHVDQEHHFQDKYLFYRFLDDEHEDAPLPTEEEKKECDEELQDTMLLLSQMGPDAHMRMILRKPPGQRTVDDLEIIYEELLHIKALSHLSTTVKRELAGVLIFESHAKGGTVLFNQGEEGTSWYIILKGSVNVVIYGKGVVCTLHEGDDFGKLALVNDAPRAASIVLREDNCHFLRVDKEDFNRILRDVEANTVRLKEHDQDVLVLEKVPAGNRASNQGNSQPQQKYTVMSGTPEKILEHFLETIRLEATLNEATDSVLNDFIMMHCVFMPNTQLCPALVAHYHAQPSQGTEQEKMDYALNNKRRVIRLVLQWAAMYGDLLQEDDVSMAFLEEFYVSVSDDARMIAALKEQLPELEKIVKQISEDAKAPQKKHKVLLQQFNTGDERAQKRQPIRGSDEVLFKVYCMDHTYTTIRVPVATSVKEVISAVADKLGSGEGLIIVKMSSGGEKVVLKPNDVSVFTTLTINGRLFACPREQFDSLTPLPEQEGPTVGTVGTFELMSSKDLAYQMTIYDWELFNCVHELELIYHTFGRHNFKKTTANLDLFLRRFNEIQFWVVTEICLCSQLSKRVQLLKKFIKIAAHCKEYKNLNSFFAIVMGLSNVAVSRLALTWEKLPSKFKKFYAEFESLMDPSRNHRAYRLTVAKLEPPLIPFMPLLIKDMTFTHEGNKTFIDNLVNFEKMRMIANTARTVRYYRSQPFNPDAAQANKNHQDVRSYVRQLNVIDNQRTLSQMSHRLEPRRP
PLK1 PBD block – blocks phosphopeptide binding to human PLK1 polo-box domain; Plk1 PBD binding of FITC phosphopeptide, fluorescence polarization; Potency, µM, inactives show max response, negative = inhibition, usual class: inhibitors; 2.8% of 360,000 active; also: potency is read from the fitted curve at half-maximal effect; series mostly up to about 57 µM; % is scaled to controls: 0 for no effect and ±100 for the full control effect; nearly all actives have a fitted effect of over 65% in size
CCT modulator – modulators of cytosolic chaperonin (CCT/TRiC) activity; purified chaperonin ATPase assay, HTRF ADP detection, 30 min; activity change, % (test concentration not listed), hits read low; 0.3% of 360,000 active; in the data active = activity change below about -30%; also: % is scaled to controls: 0 for no effect and ±100 for the full control effect
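Enzyme 40 or 20 nM (batch-dependent) in Tris pH 7.4/KCl/MgCl2/DTT; cpd 76 uM single point; ATP 10 uM; 30 min 37 °C; Transcreener ADP HTRF detection, 30 min RT; ratio 665/615.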
MmCpn inh – inhibitors of Methanococcus maripaludis chaperonin (MmCpn); Potency, µM (titrated, usually from 76.9 µM), for inactives: at the top dose activity, negative = inhibition, most hits filed as inhibitors; 0.031% of 330,000 active; purified Mm-Cpn ATPase, ADP Transcreener TR-FRET; also: potency is read from the fitted curve at half-maximal effect; % is scaled to controls: 0 for no effect and ±100 for the full control effect; nearly all actives have a fitted effect of over 80% in size
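ATP (10 uM final) was added to archaeal chaperonin (25 nM final) after 10 min exposure to test compound at 37°C; after 30 min further incubation, ADP was detected by competitive TR-FRET.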
PI5P4K alpha inh – PI5P4K alpha (human) kinase inhibition. PI5P4Kalpha enzyme, ADP-Glo luminescence, 60 min; stronger effect = lower value. max response, %. 1.2% of 330,000 active. AID 652105; active = max response of -50% or lower; inconclusive = between -30% and -50%; inactive = -30% or higher; also: value at the top dose of about 77 µM; % is scaled to controls: 0 for no effect and ±100 for the full control effect
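Reactions run in 0.038 M HEPES pH 7.4, 0.28 mM EGTA, 0.1% CHAPS and 5% DMSO, with PI5P4Kalpha, substrate, compound and 5 microM ATP final, one hour at room temperature. Readout is ADP-Glo luminescence.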
Starred values were filed as active, the others as inactive; u = inconclusive; x = no result given; [ ] = dose if it differs, or a comment. Unless noted, calls follow the shape of the dose curve; as a rule, active = well fitted curve in the direction sought with a large enough effect; inconclusive = small, poorly fitted or top-dose-only effect, or another doubt; inactive = no such curve, though single readings can be large; an effect the other way counts as inactive or inconclusive. This is a subset; count on the stated rates, not on these rows.

SMILES	EPAC1 antagonist	WRN helicase inh	EPAC1 agonist	EPAC2 antag	PLK1 PBD block	CCT modulator	MmCpn inh	PI5P4K alpha inh
COc1ccccc1N1CCN(S(=O)(=O)c2ccc3c(c2)NC(=O)C(C)S3)CC1 (stereo not drawn)	-5%	1%	5%	-12%	-2%	-0.6	-1%	3
CCOC(=O)CC1C(=O)NCCN1C(=O)c1c(F)cccc1F (stereo not drawn)	-1%	10%	4%	0%	-2%	-1.2	-3%	-4
COc1ccccc1/C=C/C(=O)Nc1cccc(C(C)=O)c1	u	-3%	12%	-4%	-11%	-4.6	2%	0
COc1ccc(OCC(=O)C2CC2)c(C#N)c1	1%	2%	-12%	-1%	1%	0.0	1%	1
CC(C)c1ncc(C(O)c2ccccc2)n1C (stereo not drawn)	3%	-10%	9%	0%	-2%	2.2	-1%	-2
CCOc1ccc(NC(=O)CC2C(=O)N(c3ccc(OC)c(Cl)c3)C(=S)N2C2CC2)cc1 (stereo not drawn)	6%	-21%	-8%	0%	-5%	-2.8	-6%	8
COc1ccc(-c2ccc(CN3C(CC(C)C)C(=O)N(Cc4cn(CCC5OCCCO5)nn4)CCS3(=O)=O)cc2)cc1OC (stereo not drawn)	0%	-5%	13%	-21%	-12%	-1.1	x	0
CC(C)(O)c1[nH]c2cc(C(F)(F)F)ccc2c1C(C)(C)O	u	2%	-5%	-5%	-22%	-13	-2%	13
CC(C)C1(c2ccsc2)NC(=O)NC1=O (stereo not drawn)	-6%	-2%	3%	2%	-10%	-1.2	x	8
CC(C)CNC(=O)NC(=O)COc1c(F)c(F)cc(F)c1F	-6%	-9%	-4%	14%	-4%	1.3	1%	9
CCNC(=O)C1(C)CCN(C(=O)c2c(F)ccc(C)c2F)C1 (stereo not drawn)	1%	-5%	10%	0%	-2%	2.0	x	-1
CCn1c(C)nc2cc(C(=O)N/N=C/c3ccccc3C)ccc21	0%	-12%	-5%	7%	-9%	-3.0	4%	-1
Cc1cccc(NC(=O)c2cc[n+]([O-])cc2)c1C	20%	-10%	12%	7%	-11%	-1.5	0%	5
FC(F)(F)c1nnc2n1N=C(c1ccccc1)CS2	6%	3%	-18%	4%	4%	-1.0	1%	-1
CCCCNC(=O)CNC(=S)N(Cc1ccccc1)Cc1cccs1	-9%	-8%	6%	-27%	-1%	-1.0	-2%	2
CC(C)c1ccc(C(C(=O)NC2CCCC2)N(C(=O)CNC(=O)c2ccco2)c2cccnc2)cc1 (stereo not drawn)	4%	1%	7%	0%	4%	-2.2	1%	-8
Cc1nnc(SCCCn2c(N3CCN(c4ccccc4)CC3)nc3c2c(=O)[nH]c(=O)n3C)s1	2%	4%	18%	7%	-3%	-1.7	1%	9
Cc1cccc(NC(=O)c2ccc3c(=O)n4c(nc3c2)CCCCC4)n1	-2%	-2%	-4%	7%	-1%	-2.8	0%	-6
COc1ccc(-n2ncc3c2CC(C)(C)CC3NC(=O)Cc2nonc2C)cc1 (stereo not drawn)	-9%	1%	-12%	0%	-14%	-3.3	-1%	0
COc1ccc(C#Cc2cccc(-c3nc(C(=O)NCCCN4CCOCC4)cc4c3[C@H](CCO)N(S(=O)C(C)(C)C)C4)c2)cc1OC (stereo partly drawn)	-8%	-8%	6%	-7%	2%	-0.4	x	0
CCC(C)c1ccccc1NC(=O)c1[nH]c(C)c(C(C)=O)c1C (stereo not drawn)	-6%	6%	3%	2%	-11%	-0.8	u	-3
COc1ccc(/C=N/NC(=O)c2cc(-c3cccnc3)nc3ccccc23)c(OC)c1	-18%	-19%	8%	-10%	-14%	1.7	-3%	-12
COc1ccc(-c2csc(=Nc3ccccc3)n2CCO)cc1	12%	-32%[57.1 µM]	7%	-9%	-21%	-2.8	u	2
COC(=O)c1cc2c(ccn2-c2ccc(F)cc2)n1CC(=O)OC(C)C	-21%	1%	-3%	-10%	-1%	2.4	0%	0
CC(C)c1cc(C(C)C)c(S(=O)(=O)N2CCNCC2)c(C(C)C)c1	2%	5%	10%	-15%	-12%	1.2	x	11
COc1ccc(C(=O)CSc2nnc(-c3ccoc3C)n2CC2CCCO2)cc1 (stereo not drawn)	11%	-25%	-7%	4%	-12%	1.2	-3%	2
CCOc1ccc2nc(NC(=O)COC)sc2c1	-1%	-12%	5%	-4%	-10%	-1.6	0%	-6
Nc1ccc(NC(=O)c2ccco2)c(Cl)c1	-8%	4%	-7%	3%	-2%	1.4	2%	0
CCSCCOC(=O)C1=C(C)NC2=C(C(=O)CCC2)C1c1coc2ccccc2c1=O (stereo not drawn)	1%	-23%[57.1 µM]	-4%	-3%	-10%	1.1	0%	-6
COc1ccc(CN2CCNC(=O)C2CC(=O)N(C)Cc2nccn2C)cc1OC (stereo not drawn)	4%	-6%	-11%	9%	-15%	-1.3	2%	-8
CC1CN(C(=O)c2ccc(CNS(=O)(=O)c3cccc(Cl)c3)cc2)CC(C)O1 (stereo not drawn)	-3%	-25%	2%	1%	1%	1.2	1%	0
O=C(CSc1nc(-c2ccc(Cl)cc2)cs1)Nc1cccc([N+](=O)[O-])c1	-8%	-4%	7%	17%	1%	-0.4	1%	13
COc1ccc(Oc2c(OC)cc([N+](=O)[O-])c3ncccc23)cc1	-20%	-2%	-4%	-27%	1%	-1.3	x	4
CCOc1ccc(Nc2nc(Cc3nnc(SCC(N)=O)o3)cs2)cc1	8%	-14%	-5%	2%	-11%	-0.2	-1%	x
CCC(=O)N1CCc2cc(S(=O)(=O)NCCC(=O)N3CCN(Cc4ccccc4)CC3)ccc21	-3%	-20%	2%	0%	0%	-0.5	1%	x
Clc1cc2c(c(Cn3cnc4ccccc43)c1)OCOC2	-11%	-3%	-3%	-22%	-7%	1.2	0%	-3
COc1ccc(OC)c(NC2=NC3(CCCCC3)N=C(N)N2)c1	2%	-8%	-1%	9%	0%	-1.7	-3%	-2
Cc1occc1-c1nnc(SCC(=O)Nc2ccc3c(c2)OCO3)n1CC1CCCO1 (stereo not drawn)	3%	-7%	-7%	8%	-4%	-2.2	-4%	5
COc1ccccc1NC(=O)CN1CCN(CC(=O)Nc2ccc(OCc3ccccc3)cc2)CC1	-24%	-13%	4%	-22%	-1%	-1.3	2%	1
COc1cccc(CC(=O)OCc2csc(CC(=O)Nc3ccccc3C)n2)c1	-19%	6%	-4%	7%	-9%	-1.0	-7%	3

Arranged by value in EPAC2 antag (high to low): five from the list above.
SMILES	EPAC1 antagonist	WRN helicase inh	EPAC1 agonist	EPAC2 antag	PLK1 PBD block	CCT modulator	MmCpn inh	PI5P4K alpha inh
COc1cccc(CC(=O)OCc2csc(CC(=O)Nc3ccccc3C)n2)c1	-19%	6%	-4%	7%	-9%	-1.0	-7%	3
COc1ccc(C(=O)CSc2nnc(-c3ccoc3C)n2CC2CCCO2)cc1 (stereo not drawn)	11%	-25%	-7%	4%	-12%	1.2	-3%	2
CCC(C)c1ccccc1NC(=O)c1[nH]c(C)c(C(C)=O)c1C (stereo not drawn)	-6%	6%	3%	2%	-11%	-0.8	u	-3
CCSCCOC(=O)C1=C(C)NC2=C(C(=O)CCC2)C1c1coc2ccccc2c1=O (stereo not drawn)	1%	-23%[57.1 µM]	-4%	-3%	-10%	1.1	0%	-6
CCOc1ccc2nc(NC(=O)COC)sc2c1	-1%	-12%	5%	-4%	-10%	-1.6	0%	-6

Other records.
SMILES	EPAC1 antagonist	WRN helicase inh	EPAC1 agonist	EPAC2 antag	PLK1 PBD block	CCT modulator	MmCpn inh	PI5P4K alpha inh
COCc1cc(C)nc(OCC(=O)N/N=C/c2cccc(OC)c2)c1C#N	3%	8%	5%	8%	-6%	-1.0	2%	0
Cc1cc(C2(O)C(=O)Nc3ccccc32)ccc1F (stereo not drawn)	3%	-8%	-12%	-2%	3%	-1.5	1%	-18
Cc1ccc(NS(=O)(=O)c2ccc(C(=O)OCC(=O)N3CCCCC3)cc2)cc1	2%	10%	-2%	-6%	5%	1.4	1%	-1
CCOC(=O)[C@H]1[C@H]2COc3cc(OC)ccc3[C@@H]2N2C(=O)N(c3cccc(F)c3)C(=O)[C@@]12C	-1%	-9%	-3%	-10%	-2%	-1.8	-8%	0
C=CCn1c(N)c(C(=O)NCC2CCCO2)sc1=S (stereo not drawn)	-2%	10%	-9%	3%	30µM*	1.3	1%	-2
CCCOc1ccc(C(=O)NNC(=O)CCNC(=O)c2ccccc2Cl)cc1OC	6%	3%	-3%	16%	-7%	-0.4	0%	7
COC(=O)c1cc2c(=O)c3ccccc3oc2nc1C	7%	7%	5%	3%	2%	0.9	2%	-7
O=C(CS(=O)(=O)c1ccc(F)cc1)Nc1nnc(-c2ccccc2Cl)o1	8%	-14%	-1%	18%	-22%	-0.2	0%	-14
CC(CC(=O)Nc1ccc2c(c1)c(=O)n(C)n2-c1cccs1)c1ccccc1 (stereo not drawn)	-7%	-2%	-8%	-4%	-8%	-1.1	x	-24
COc1cccc(NS(=O)(=O)c2ccc3[nH]cc(C(=O)NCCN4CCOCC4)c(=O)c3c2)c1	0%	-2%	0%	2%	-4%	-1.0	2%	14
Cc1cc(=O)c2c(o1)C(=O)c1occc1C2=O	-28%	25µM*	-8%	-4%	u	0.4	x	u
CSc1c2c([nH]c(=O)c1C#N)-c1ccccc1CC2	-18%	5%[57.1 µM]	-15%	11%	-1%	0.5	x	-8
COc1ccc(OC)c(NC(=O)C2COc3ccccc3O2)c1 (stereo not drawn)	4%	5%	8%	-24%	-18%	-2.2	1%	-4
O=C(NC1CCCCCCC1)c1ccc2c(c1)N(Cc1ccc(F)cc1)C(=O)CS2=O (stereo not drawn)	-10%	-12%	7%	-23%	-3%	0.3	-1%	x
CC(=O)Nc1ccc(-c2nnc(SCc3ccccc3C#N)n2C)cc1	-20%	3%	20%	3%	-6%	0.6	1%	0
CC(NC(=O)/C(=C/c1ccc2c(c1)OCO2)NC(=O)c1cccc([N+](=O)[O-])c1)C(=O)O (stereo not drawn)	3%	-9%	0%	-23%	-9%	1.2	-2%	1
COc1ccc(C(=O)NC2CCN(C(=O)NCc3ccccc3)CC2)cc1	8%	8%	-3%	12%	-1%	1.7	-4%	-4
Oc1ccc(C2CNCc3sccc32)cc1O (stereo not drawn)	18%	-3%	2%	-2%	-10%	-1.2	1%	-10
CC(C)N(Cc1ccccc1)CC(O)COc1ccc(S(=O)(=O)N2CCOCC2)cc1Cl (stereo not drawn)	-11%	-6%	3%	-18%	-5%	1.2	1%	10
